Redox H2O2 prof = compounds producing H2O2 with reducing agent – biochemical, NIH compound library profiling, artefact control for MLSCN library redox annotation, primary screen; actives 0.03% (n = 200,000); DTT-dependent redox cycling H2O2, phenol red/HRP absorbance; 100% = 100 µM peroxide control, 0% = buffer; activation, % at 10 µM;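 active means activation of at least 50% relative to the plate's high and low controls in the primary single-dose screen; inactive means activation below 50%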;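 further: compound incubated with DTT at 0.8 mM final as the reducing agent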
bIAP inh = intestinal alkaline phosphatase (bovine) inhibition. purified bovine IAP, CDP-star luminescence, 30 min. 190,000 tested, under 10 active. AID 1019. inhibition, % at 20 µM;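 active means over 50% inhibition of intestinal alkaline phosphatase at 20 µM in the single-dose screen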
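Assay system: bovine IAP enzyme; medium: DEA buffer 100 mM, pH 9.8, with MgCl2 1.0 mM, ZnCl2 0.02 mM; doses: 20 µM single dose; incubation: enzyme reaction for 30 min at room temperature; detection: CDP-star luminescence signal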
bIAP activator = intestinal alkaline phosphatase (bovine) activation | purified bovine IAP, CDP-star luminescence, 30 min; active compounds read high; fold of DMSO-control signal, blank-subtracted | activation factor at 20 µM | AID 1016 | actives 0.17% (n = 200,000);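 active means activation factor of 2 or more at 20 µM, a signal rise over negative controls twice the positive control's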
S1P3 antagonist = antagonists of human S1P3 receptor; actives 0.27% (n = 170,000); Q99500; inhibition, % at 4.98 µM; CHO S1P3 NFAT-BLA reporter, FRET fluorescence, antagonist mode;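 active means inhibition above the plate cutoff, the mean inhibition of test wells on that plate plus 3 SD, cut at about 28% in these data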;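 further: cells challenged with S1P at its EC80 of 0.8 µM; blue over green emission ratio from cleaved BLA substrate after 4 h stimulation; 0% = S1P-stimulated wells and 100% = unstimulated DMSO-only wells; some compounds past the cut are filed as inactive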
Target sequence (Q99500 whole entry, looked up): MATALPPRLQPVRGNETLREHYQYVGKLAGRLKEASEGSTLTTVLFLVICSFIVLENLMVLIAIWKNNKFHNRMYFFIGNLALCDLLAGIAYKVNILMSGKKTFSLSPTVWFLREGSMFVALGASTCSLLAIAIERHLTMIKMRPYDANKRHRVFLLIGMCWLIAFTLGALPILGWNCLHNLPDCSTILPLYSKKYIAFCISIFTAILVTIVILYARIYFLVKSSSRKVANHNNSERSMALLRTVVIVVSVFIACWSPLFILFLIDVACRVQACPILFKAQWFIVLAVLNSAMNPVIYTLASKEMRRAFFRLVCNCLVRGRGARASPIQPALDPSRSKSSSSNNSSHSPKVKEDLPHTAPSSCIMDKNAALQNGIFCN
L major viab = reduces viability of Leishmania major promastigotes | resazurin fluorescence viability | inhibition, % at 10 µM | actives 9% (n = 200,000) | AID 1063; in the data active means inhibition above about 50%;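 further: promastigotes grown with compound for 44 hours at 28 °C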
PPARg SRC-1 ag = agonists of human PPARgamma SRC-1 coactivator recruitment; AID 631; activation, % at 8 µM; PPARgamma-SRC-1 coactivator recruitment biochemical assay; actives 0.41% (n = 200,000); in the data active means activation above about 19%;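 further: 0% = DMSO and 100% = reference agonist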
PPARg SRC3 recr = PPARgamma-driven SRC-3 recruitment agonism; P37231; biochemical PPARgamma/SRC-3 coactivator recruitment assay; activation, % at 8 µM; actives 0.26% (n = 200,000); in the data active means activation above about 23%;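 further: 0% = DMSO and 100% = reference agonist; some compounds past the cut are filed as inactive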
SRC2 TRFRET art = counter-screen for PPARgamma SRC-2 recruitment agonists: TR-FRET artefact. AID 1049. active compounds read high. TR-FRET ratio at 8 µM. actives 0.4% (n = 200,000); in the data active means TR-FRET ratio above about 2000; further: inactives centre near 1500; reference of the scale not given here
PPARg SRC2 recr = agonists of SRC-2 recruitment by human PPARgamma; P37231; PPARgamma LBD-SRC-2 recruitment, biochemical; activation, % at 8 µM; actives 0.34% (n = 200,000); in the data active means activation above about 22%;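 further: 0% = vehicle and 100% = reference agonist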
ROMK mod = modulates human ROMK potassium channel activity; P48048; Tet-inducible ROMK, thallium flux fluorescence; actives lie on both sides; B-score at 10 µM; actives 2% (n = 130,000);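 active means signal ratio slope over the read window, or its plate-corrected B-score, at least 3 SD from the plate mean, either direction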;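 further: B-score of the F/F0 ratio slope over 7 to 12 s after thallium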
Target sequence (P48048 whole entry, looked up): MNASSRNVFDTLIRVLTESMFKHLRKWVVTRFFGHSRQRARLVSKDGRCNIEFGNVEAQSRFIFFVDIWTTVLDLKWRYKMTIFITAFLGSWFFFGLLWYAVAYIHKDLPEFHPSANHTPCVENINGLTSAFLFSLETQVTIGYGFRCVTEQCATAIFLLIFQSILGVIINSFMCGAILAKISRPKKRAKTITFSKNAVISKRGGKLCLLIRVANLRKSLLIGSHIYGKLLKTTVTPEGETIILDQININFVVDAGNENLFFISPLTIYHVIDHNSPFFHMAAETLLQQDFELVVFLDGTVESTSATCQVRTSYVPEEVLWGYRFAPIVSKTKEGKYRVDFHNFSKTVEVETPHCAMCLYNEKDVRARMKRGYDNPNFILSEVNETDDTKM
TLR4 MyD88 comp = blocks binding of human TLR4 to MyD88; O00206+Q99836; HeLa CL3-4 TLR4/MyD88 BLA complementation, FRET ratio; inhibition, % at 8.4 µM; actives 0.18% (n = 200,000); AID 861; in the data active means inhibition above about 25%;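 further: 0% = vehicle and 100% = reference inhibitor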
* marks the source's active call; other numbers are inactive results; . = no result given.

SMILES	Redox H2O2 prof	bIAP inh	bIAP activator	S1P3 antagonist	L major viab	PPARg SRC-1 ag	PPARg SRC3 recr	SRC2 TRFRET art	PPARg SRC2 recr	ROMK mod	TLR4 MyD88 comp
O=C(Cc1cccs1)N(CC1CCCO1)C1(C(=O)NC2CCCCC2)CCCCC1 (stereo not given)	-0.7	-9	1.1	4	9	-1	3	1910	1	-0.16	-6
CC(C)COc1ccc(CSCCNC(=S)Nc2ccccc2)cc1	-4.1	43	0.6	.	72*	5	-2	1688	6	.	9
COc1cccc(CN(C)C(=S)Nc2cccc(C)c2)c1	-1.2	16	0.8	2	-5	12	-1	1531	-5	-1	-16
c1ccc(CSc2nnc3ccc(-c4ccncc4)nn23)cc1	-1.6	7	0.9	-7	7	3	4	1641	9	0.93	-12
CCOC(=O)C1(CCOC)CCN(C(C)CCc2ccc(OC)cc2)CC1 (stereo not given)	0.2	-16	1.2	-28	91*	-4	4	1539	0	0.059	-2
COc1cccc2c(SCC(=O)N/N=C/c3ccc(O)c(O)c3)cc(C)nc12	0.2	-1	1	-7	-1	0	5	1744	7	0.97	8
Cc1cccc(OCCOC(=O)Nc2ccccc2)c1	-0.1	.	0.3	7	-8	0	-1	1416	-11	.	-12
O=C(NCc1ccccc1)c1ccc(CN(c2ccccn2)S(=O)(=O)c2ccccc2)cc1	0.7	6	0.9	.	-5	-5	-5	1427	-7	.	-6
COc1cc(C(=O)NS(=O)(=O)c2ccccc2C)ccc1Cc1cn(C)c2ccc(NC(=O)OC3CCCC3)cc12	.	-1	1	-6	.	1	3	1593	-2	.	.
Cc1ccc(S(=O)(=O)N(C)C)cc1NC(=S)NNC(=O)C(N)=O	-1.6	-27	1.3	-9	-8	11	2	1825	13	-0.078	6
O=C(NCCc1ccccc1)C1CCN(S(=O)(=O)c2cccnc2)CC1	-0.1	-10	1.1	-39	-4	2	7	1563	10	.	7
COCC1CCCN(Cc2cn(-c3ccccc3F)nc2-c2cc(C)sc2C)C1 (stereo not given)	-0.4	6	0.9	-13	43	-2	-2	1520	-5	-2.5	0
CCn1ccnc1CN1CCc2c([nH]c3ccccc23)C1CC(C)C (stereo not given)	-0.4	-14	1.1	-14	43	8	8	1698	11	-0.14	-7
Cc1c(C(=O)N2CCCC2)oc2c1-c1[nH]ncc1CC2	0.3	6	0.9	-12	-1	3	2	1371	-2	-0.64	-9
CCC(=O)c1c[nH]c(C(=O)NCc2ccco2)c1	0.4	16	0.8	.	-2	2	9	1620	-5	.	3
COCC(=O)NC1CCN(C(=O)NCc2ccccc2)CC1	0.1	6	0.9	.	-1	3	1	1590	3	1.9	-1
CC1CCN(CCNC(=S)Nc2ccc(Cl)cc2)CC1	0.3	39	0.6	-5	66*	8	1	1546	-3	-1.3	-16
O=C(CN1CCCCC1)NNc1nc(-c2ccccc2)c2cc(Cl)ccc2n1	0.4	-31	1.3	-6	13	8	-2	1552	1	-1.4	-5
CCCc1ncc(C(O)c2ccc(OC)cc2)n1C (stereo not given)	0.1	2	1	-64	-6	0	-3	1463	3	-0.42	0
Cc1ccc(OCC(=O)Nc2cc(C(=O)O)cc(C(=O)O)c2)cc1C	-1.1	11	0.9	5	-6	4	5	1334	3	0.58	-6
CCc1cc2c(=O)n(Cc3ccco3)c(SCC(=O)NC3CCS(=O)(=O)C3)nc2s1 (stereo not given)	-2.2	-12	1.1	-12	-2	13	3	1713	8	0.071	1
COc1ccc(CCCC(=O)Nc2ccc(F)cc2)cc1	-0.4	7	0.9	-5	46	-6	-3	1568	2	.	1
CCOC(=O)c1cc(-c2ccc(C#N)cc2)nc2c1c(C)nn2CCC#N	0.3	-9	1.1	.	2	1	16	1538	6	-0.033	4
C=C(C)c1cccc(C(C)(C)NC(=O)Nc2ccc(OC)cc2)c1	0.5	-1	1	-7	16	1	0	1326	-10	0.14	-4
CCC(=O)N1CCc2cc(S(=O)(=O)NCCC(=O)Nc3ccccc3C)ccc21	-0.3	6	0.9	8	-2	5	13	1687	6	.	0

An excerpt from above in order of molar mass, descending:
SMILES	Redox H2O2 prof	bIAP inh	bIAP activator	S1P3 antagonist	L major viab	PPARg SRC-1 ag	PPARg SRC3 recr	SRC2 TRFRET art	PPARg SRC2 recr	ROMK mod	TLR4 MyD88 comp
CCOC(=O)c1cc(-c2ccc(C#N)cc2)nc2c1c(C)nn2CCC#N	0.3	-9	1.1	.	2	1	16	1538	6	-0.033	4
CC1CCN(CCNC(=S)Nc2ccc(Cl)cc2)CC1	0.3	39	0.6	-5	66*	8	1	1546	-3	-1.3	-16
Cc1c(C(=O)N2CCCC2)oc2c1-c1[nH]ncc1CC2	0.3	6	0.9	-12	-1	3	2	1371	-2	-0.64	-9

(more compounds)
SMILES	Redox H2O2 prof	bIAP inh	bIAP activator	S1P3 antagonist	L major viab	PPARg SRC-1 ag	PPARg SRC3 recr	SRC2 TRFRET art	PPARg SRC2 recr	ROMK mod	TLR4 MyD88 comp
COC(=O)[C@@]1(Cc2ccc(OC)cc2)[C@H]2c3cc(C(=O)N4CCCC4)n(Cc4ccc(OC)c(OC)c4)c3C[C@H]2CN1C(=O)c1ccccc1	1.5	9	0.9	1	34	2	1	1472	-3	-3.6	-14
Cc1cc(N2CCN(c3ccccc3)CC2)n2c(n1)nc1ccccc12	-0.7	-13	1.1	13	-2	11	10	1713	-4	-0.58	-11
O=C(CSc1nnc(CNc2ccc(F)cc2)o1)OC1CCCCC1	0.1	9	0.9	.	-2	-2	5	1461	6	.	2
O=C(N/N=C/c1ccc(O)c2ncccc12)c1cccc(Br)c1	-0.5	-1	1	11	100*	1	4	1670	9	.	17
Cc1ccccc1C(=O)NC(CC(C)C)C(=O)Nc1ccc(F)c([N+](=O)[O-])c1 (stereo not given)	0.3	-7	1.1	2	42	1	-5	1476	9	0.013	7
COC(=O)c1ccccc1NC(=O)CSc1nnc(-c2ccc(C)cc2)o1	1.3	9	0.9	.	-1	-4	2	1430	-5	.	0
CCOC(=O)Cc1cn2c(=O)cc(CSCC(=O)Nc3ccc(C)c(C)c3)nc2s1	-0.5	0	1	-1	2	4	-1	1469	-4	.	-3
O=C(NCc1cccs1)c1cc(-c2ccncc2)nc2ccc(Br)cc12	11	-8	1.1	4	15	16	10	1741	5	1.3	19
CCc1nn2c(NCCOC)cc(C)nc2c1-c1ccc(F)cc1	-0.2	-6	1.1	12	5	-2	2	1757	0	-0.066	8
O=C(CSc1ccc(-c2ccc(F)cc2)nn1)N1CCCCC1	0.8	6	0.9	25	4	12	12	1638	6	0.63	7
Cc1cc(NC(=O)Cn2nc(C(F)(F)F)c3c2CCCC3)no1	-1.1	12	0.9	0	-4	2	8	1548	-2	0.024	-4
COc1ccccc1NC(=O)C(O)C(O)C(=O)Nc1ccccc1OC (stereo not given)	0.1	20	0.8	-13	-5	1	-9	1736	5	.	-4
Cc1cccc(-n2nnc(C(=O)NCc3ccc4c(c3)OCO4)c2N)c1	3.1	3	1	-33	-8	15	9	1661	7	0.69	6
S=C(c1ccc(-c2cccc(Cl)c2)o1)N1CCCCC1	-0.7	35	0.6	-9	14	-10	8	1774	13	.	7
Cc1ccccc1NC(=O)C(=O)NCCCN1CCOCC1	0.4	10	0.9	-4	-3	2	-3	1554	10	0.055	-4
c1ccc(-c2noc(-c3ccc4ccccc4c3)n2)cc1	4.2	0	1	-2	0	2	-5	1500	-1	.	-2
O=C(CCNS(=O)(=O)c1cccs1)NCc1ccco1	-1.7	3	1	.	-13	3	3	1551	-2	-0.00022	-4
Cc1cc2ccccc2c(=O)n1CC(=O)NCC(=O)N1CCN(c2ccccc2F)CC1	-0.1	-12	1.1	24	-2	2	-15	1460	-6	0.016	7
CCC/C=N/NC(=O)c1cc(Br)ccc1O	-0.3	8	0.9	-16	1	-6	1	1430	-11	-0.041	3
Cc1noc(NC(=O)c2ccccc2Cl)c1C#N	2.3	1	1	.	-7	2	12	1402	-4	.	2
CC(C)(C)NC(=O)CN(Cc1ccc2c(c1)OCO2)C(=O)CCC(=O)Nc1nccs1	-0.8	7	0.9	5	-1	1	4	1793	14	.	1
CN(CC(=O)Nc1ccccc1-c1ccccc1)Cc1ccccc1Cl	-0.2	22	0.8	-1	20	7	4	1724	3	0.62	-1
Cc1cccc(C)c1NC(=O)c1sc(Cl)nc1C	-0.1	33	0.7	4	-4	6	0	1593	0	0.39	4
O=C(CSc1nnc2c(n1)[nH]c1ccc(S(=O)(=O)N3CCOCC3)cc12)Nc1ccccc1Cl	-0.2	-8	1.1	0	-3	10	14	1683	9	-0.0019	1
O=C(NCc1ccncc1)c1ccc(Cn2cc(C(F)(F)F)ccc2=O)cc1	3.3	0	1	.	3	-3	6	1416	-3	.	-1
The listing continues:
SMILES	Redox H2O2 prof	bIAP inh	bIAP activator	S1P3 antagonist	L major viab	PPARg SRC-1 ag	PPARg SRC3 recr	SRC2 TRFRET art	PPARg SRC2 recr	ROMK mod	TLR4 MyD88 comp
O=C(CCN1CCN(c2ccc(Cl)cc2)CC1)Nc1ccccc1F	0.5	2	1	-21	3	9	9	1633	8	.	3
O=c1c(-c2ccccc2)nc(-c2ccccc2)cn1O	0.4	9	0.9	.	3	1	12	1670	8	.	16
COc1ccc2[nH]c(-c3cccc(F)c3)cc(=O)c2c1	0.3	-12	1.1	-5	4	-3	-3	1455	-8	4*	4
CS(=O)(=O)N1CCC(C(=O)Nc2ccc(Cl)c(C(F)(F)F)c2)CC1	0.1	5	1	6	2	7	18	1428	4	.	-2
COc1ccc(C(=O)c2cc([N+](=O)[O-])ccc2N2CCN(C)CC2)cc1	0.1	-5	1.1	13	6	-6	-5	1387	4	1.8	-4
CCn1cc(C(=O)OCC(=O)OC2CC(C)CCC2C(C)C)c(=O)c2ccc(C)nc21 (stereo not given)	14	1	1	5	79*	1	1	1640	4	2.7*	1
Cc1c(-c2cc(C(=O)O)no2)cnn1C	0.2	-4	1	-14	-3	3	0	1569	4	.	-3
CC(=O)c1ccc(N2CCN(C(=O)c3cc(C)on3)CC2)cc1	-0.8	14	0.9	-8	-5	0	-9	1622	19	1.1	6
Cc1ccc(S(=O)(=O)N(C)C)cc1NC(=S)NCCCn1ccnc1	0.2	18	0.8	8	7	0	-4	1354	0	0.043	2
Cc1ccc(NS(=O)(=O)c2cccc(C(=O)O)c2)c(C)c1	0.3	3	1	-1	1	0	0	1473	-12	1.2	-2
CC(C)N1CCN(Cc2ccc(C#CC(C)(C)O)s2)CC1CCO (stereo not given)	-1.3	-8	1.1	2	-6	5	7	1455	2	1.6	4
O=C(NCCN1CCOCC1)c1cn(CCc2ccccc2)nn1	-1.3	8	0.9	-20	-3	4	13	1517	2	-0.077	-5
Cc1cc(C(=O)Nc2ccc3c(c2)OCCO3)co1	1.9	1	1	-16	-3	-2	-12	1501	1	.	-4
c1ccc(-c2ccc(OCCOCCn3cncn3)cc2)cc1	-0.7	-10	1.1	-23	-4	3	9	1342	7	.	2
O=C(O)c1ccccc1Nc1ccc(OC(F)F)cc1	-0.7	3	1	4	-6	4	0	1634	-2	2.1	-4
O=C(O)c1ccc2[nH]c3c(c2c1)CSCC3	-0.2	4	1	-2	-4	1	-9	1798	0	.	-3
CC(C)(C)C(=O)Nc1nnc(SCc2cccc(F)c2)s1	-1.6	-18	1.2	1	8	6	2	1636	8	-1.1	0
O=C(Cc1ccccc1)N1CCN(C(=O)c2ccc([N+](=O)[O-])cc2)CC1	-0.7	2	1	-8	-6	-7	1	1518	5	-0.069	8
